High-throughput results as filed in PubChem BioAssay.
Abeta rescue – qHTS for compounds that reverse cellular toxicity of Amyloid beta (A-beta) peptide in yeast: Primary Screen; yeast expressing A-beta42, growth rescue, OD600, 48 h; response scale: 0% DMSO, 100% iron-clioquinol control; Potency, µM (doses to about 46.1 µM), for the others: at the highest dose growth rescue, most hits filed as activators; AID 1347071, 2019; 410,000 tested, 0.063% active; note: potency is the fitted concentration of half-maximal effect; nearly all actives have a fitted effect of over 55% in size
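Yeast growth medium received pinned compounds, then yeast cells expressing toxic A-beta were added; plates incubated at 30 C for 48 hr. Growth read as absorbance at 600 nm, normalized to DMSO and equimolar FeCl3 plus clioquinol controls.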
HepG2 viability – qHTS for Inhibitors of TGF-b: Cytotox Counterscreen; Potency, µM (titrated, usually from 46.1 µM), inactives show at the top dose activity change, negative = cytotoxicity, usual class: cytotoxic; 410,000 tested, 0.76% active; HepG2 CAGA-GFP viability, ATP luminescence, 18 h; AID 588856, 2011; note: potency is the fitted concentration of half-maximal effect; some results filed as inactive show a strong effect at the top dose
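HepG2 CAGA-GFP cells (1000/well, DMEM with 1% FBS) received compound, then TGF-beta at 500 pg/mL final, and were incubated 18 hours at 37 degrees C. Viability was read by CellTiter-Glo luminescence. Media-only wells were set as complete cell-killing and DMSO as no toxicity.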
Nrf2 activator – qHTS of Nrf2 Activators; 410,000 tested, 0.31% active; Potency, µM (series often up to 46.1 µM), for inactives: at the highest dose activation, usual class: activators; AREc32 ARE-luciferase reporter (MCF7-derived line), luminescence, 24 h; note: potency is the fitted concentration of half-maximal effect; % of control where 0% means no effect; nearly all actives have a fitted effect of over 65% in size
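Each well held 1000 AREc32 cells, which were incubated with compound for 24 hr at 37 deg C after overnight attachment, and ARE reporter activity was quantified by firefly luciferase luminescence.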
Nrf2 inh – Nrf2 qHTS screen for inhibitors; A549 ARE-Fluc reporter, luciferase luminescence, 18-24 h; Potency, µM (top dose mostly 46 µM), for inactives: at the highest dose activity change, negative = inhibition, most hits filed as inhibitors; 360,000 tested, 2.1% active; note: potency is the fitted concentration of half-maximal effect; % is set by controls: 0 for no effect and ±100 for the full control effect; nearly all actives have a fitted effect of over 60% in size
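Reporter: ARE-Fluc in A549. Exposure: 18-24 h, 37 °C, 5% CO2, 5% FBS OPTI-MEM. Readouts: fluorescent cytotoxicity (CellTiter-Fluor), then luminescent Nrf2 signal after BugLite.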
Mm-Cpn inhibitor – Inhibitors of TCP-1 ring complex (TRiC) of Methanococcus maripaludis (MmCpn): qHTS. purified Mm-Cpn ATPase, ADP Transcreener TR-FRET. Potency, µM (highest dose often 76.9 µM), for the others: at the highest dose activity, negative = inhibition, most hits filed as inhibitors. 330,000 tested, 0.031% active. AID 504842, 2011; note: potency is the fitted concentration of half-maximal effect; % is set by controls: 0 for no effect and ±100 for the full control effect; nearly all actives have a fitted effect of over 80% in size
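TR-FRET (320 nm excitation; 590 and 665 nm emission) reports ADP made from 10 uM ATP by 25 nM enzyme; compounds were preincubated 10 min, reaction run 30 min, both at 37°C.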
A549 viability – Nrf2 qHTS screen for inhibitors: counterscreen for cytotoxicity | Potency, µM (titrated, usually from 46 µM), without a hit: top-dose activity change, negative = cytotoxicity, hits mostly inhibitors | A549 ARE-Fluc cells, CellTiter-Fluor viability, 18-24 h | 390,000 tested, 0.16% active; note: potency is the fitted concentration of half-maximal effect; % is set by controls: 0 for no effect and ±100 for the full control effect
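Cytotoxicity counterscreen: CellTiter-Fluor fluorescence was measured in A549 ARE_Fluc cells after 18-24 h of compound exposure in a concentration series. The subsequent BugLite luminescent read reports ARE-luciferase activity.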
TGFb inhibitor – qHTS for Inhibitors of TGF-b; HepG2 CAGA-GFP TGF-b/SMAD3 reporter, GFP fluorescence, 18 h; TGF-beta stimulated, 500 pg/mL final; Potency, µM (highest dose often 46.1 µM), without a hit: at the top dose activity, negative = inhibition, actives largely listed as inhibitors; 410,000 tested, 1.2% active; AID 588855, 2011; note: potency is the fitted concentration of half-maximal effect; % is set by controls: 0 for no effect and ±100 for the full control effect; nearly all actives have a fitted effect of over 65% in size
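Smad-responsive CAGA-GFP expression was quantified in HEPG2 cells exposed to compounds and 500 pg/mL final TGF-beta for 18 h at 37 degrees C; unstimulated wells defined full inhibition.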
Akt phos inh – HTS Assay for Inhibitors of Akt Phophorylation: Primary Screen. Neuro2A IGF-stimulated pAkt S473 HTRF, 20 min; active compounds read low. activity change, % for hits at 50 µM. AID 651550, 2012. 360,000 tested, 0.32% active; in the data active = activity change below about -80%; inconclusive = mostly about -51% to -80%; note: % is set by controls: 0 for no effect and ±100 for the full control effect
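Neuro2A cells in DMEM with 0.5% FBS, overnight at 37 deg C, given compound at single 50 µM final, then IGF (6 nM final) for 20 min at 37 deg C. Lysed; phospho-Akt Ser473 by HTRF after 24 h, 665/615 ratio.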
CCT modulator – High-Throughput Screening for Modulators of Cytosolic Chaperonin Activity | purified chaperonin ATPase assay, HTRF ADP detection, 30 min | activity change, % (test concentration not listed), hits read low | 360,000 tested, 0.3% active | AID 651819, 2012; in the data active = activity change below about -30%; note: % is set by controls: 0 for no effect and ±100 for the full control effect
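First, chaperonin was dispensed at 40 nM or 20 nM final depending on batch activity. Next, compounds were pinned at 76 uM and ATP added at 10 uM. After 30 min at 37 °C, ADP detection reagents ran 30 min at ambient temperature.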
Starred values were filed as active, the others as inactive; i = inactive; ? = inconclusive; . = no result given; [ ] = another dose, or the depositor's remark. Unless noted, calls come from the whole dose curve; as a rule, active = well fitted curve in the direction sought with a large enough effect; inconclusive = small, poorly fitted or top-dose-only effect, or another doubt; inactive = no such curve, though single readings can be large; an effect the other way counts as inactive or inconclusive.

Keys – A = Abeta rescue; B = HepG2 viability; C = Nrf2 activator; D = Nrf2 inh; E = Mm-Cpn inhibitor; F = A549 viability; G = TGFb inhibitor; H = Akt phos inh; I = CCT modulator
COc1cccc(-c2nc(CS(=O)(=O)CC(=O)NCc3ccc(C)cc3)c(C)o2)c1
  A: -6% | B: -17% | C: -0.1% | D: ? | E: . | F: -11% | G: ? | H: . | I: .

O=C(O)c1cc(N/N=C/c2ccc(N3CCOCC3)s2)ccc1Cl
  A: 2% | B: 0% | C: 0.2% | D: ? | E: -1% | F: ? | G: -10% | H: i | I: -2.0

O=C(Nc1ccc(NC(=O)c2ccco2)cc1)c1cnccn1
  A: -1% | B: 5% | C: -0.2% | D: 23% | E: 1% | F: -3% | G: ? | H: i | I: 0.3

NS(=O)(=O)c1ccc(N2N=C(c3ccccc3)CC2c2ccccc2)cc1 (stereo not drawn)
  A: 3% | B: -104% | C: 4.1% | D: ? | E: -8% | F: -3% | G: ? | H: i | I: -0.1

FC(F)(F)c1ccc(Cl)c(-n2c(-c3cc(-c4ccco4)[nH]n3)n[nH]c2=S)c1
  A: -18% | B: 0% | C: ? | D: ? | E: 0% | F: -7% | G: 12% | H: i | I: -2.1

CCOC(=O)N1CCC(NC(=O)c2cccs2)CC1
  A: 4% | B: 7% | C: -0.5% | D: -4% | E: -1% | F: 11% | G: -11% | H: i | I: -5.7

COc1ccc(C(=O)Nc2ccc3ccccc3c2)cc1
  A: -11% | B: -6% | C: -3.3% | D: ? | E: -3% | F: 13% | G: 5% | H: i | I: -0.5

CCCOc1ccc(C(=O)NC(=S)NNC(=O)c2c(-c3ccccc3)noc2C)cc1
  A: ? | B: -17% | C: 0.0% | D: ? | E: 3% | F: -13% | G: ? | H: i | I: -0.4

CC1CCC2(CC1)NC(=O)N(CC(=O)Nc1sc3c(c1C(N)=O)CCC3)C2=O (stereo not drawn)
  A: 3% | B: -22% | C: -1.0% | D: 6% | E: 1% | F: -3% | G: -4% | H: i | I: -1.0

Cc1ccc(N2CCN(c3nc4ccccc4n4nnnc34)CC2)c(C)c1
  A: -5% | B: -31% | C: 5.5% | D: 14% | E: . | F: 4% | G: . | H: . | I: .

COc1ccccc1NC(=O)c1sc2nc(-c3cc4ccccc4oc3=O)[nH]c(=O)c2c1C
  A: -15% | B: -11% | C: 3.4% | D: ? | E: . | F: -5% | G: 146%[activator] | H: . | I: .

COc1c(C(O)CC(C)C)ccc2c1C(=O)OCc1cc(C)cc(O)c1O2 (stereo not drawn)
  A: -19% | B: -37% | C: 3.7% | D: -4% | E: . | F: 0% | G: ? | H: i | I: 1.7

Cc1nc2ccccc2n1CC(=O)NCCN1CCOCC1
  A: -8% | B: 5% | C: -0.1% | D: -13% | E: -1% | F: 10% | G: -14% | H: i | I: -1.4

CC1=C(C(=O)Nc2ccc(CC(=O)NCc3ccccc3C)cc2)SCCO1
  A: 21% | B: -14% | C: -0.1% | D: 10% | E: 1% | F: -2% | G: -2% | H: i | I: 1.5

COCCN(C(=O)COC(=O)CCCc1c[nH]c2ccccc12)c1c(N)n(Cc2ccccc2)c(=O)[nH]c1=O
  A: 0% | B: 0% | C: -0.6% | D: -5% | E: . | F: 11% | G: -1% | H: i | I: 1.7

FC(F)(F)c1cccc(NC(=S)NC2CCCC2)c1
  A: -15% | B: -56% | C: 0.3%[9.22 µM] | D: ? | E: 1% | F: 3% | G: ? | H: i | I: 1.0

CC(=O)c1c(C)[nH]c(C(=O)OCC(=O)Nc2ccc(Cl)c(S(=O)(=O)N(C)C)c2)c1C
  A: 5% | B: 1% | C: 5.2% | D: 9.2µM* | E: 3% | F: -21% | G: ? | H: i | I: 0.6

CC(C)c1nc2sc3c(NCc4ccco4)ncnc3c2c2c1COC(C)(C)C2
  A: -4% | B: -48% | C: 3.3% | D: ? | E: -6% | F: -1% | G: ? | H: -104%* | I: 0.2

CC(=O)Nc1cccc(C(=O)Oc2cccc(C)c2)c1O
  A: -2% | B: -13% | C: 2.4% | D: -17% | E: 0% | F: -14% | G: 9% | H: i | I: 1.7

CCCCn1c(SCc2nnc(-c3ccccc3)o2)nc2c1c(=O)n(C)c(=O)n2C
  A: 8% | B: -3% | C: 2.2% | D: 10µM* | E: -2% | F: -14% | G: -23% | H: i | I: -0.7

CCOC(=O)CN1C2=NCCCN2c2ccccc21
  A: -15% | B: 6% | C: -0.8% | D: 23% | E: -2% | F: 10% | G: -10% | H: i | I: 1.1

CC(C)(C)c1ccc(C2CC2C(=O)N/N=C\c2cc3ccccc3nc2Cl)cc1 (stereo not drawn)
  A: -13% | B: 5% | C: 0.1% | D: -6% | E: 0% | F: -22% | G: ? | H: i | I: 1.5

CCCc1cc(-c2ccc(O)c(OCC)c2)c(C#N)c(N)n1
  A: -3% | B: -18% | C: 5.0% | D: 4% | E: -2% | F: -9% | G: -20% | H: i | I: -2.2

CCN(CC)S(=O)(=O)c1ccc(N2CCCC2)c(C(=O)Nc2ccc(OC)c(Cl)c2)c1
  A: -11% | B: 9% | C: -0.5% | D: -19% | E: 2% | F: -16% | G: 0% | H: i | I: -1.8

O=C(CSc1nnc(-c2ccc(Cl)cc2)o1)c1ccc([N+](=O)[O-])cc1
  A: -9% | B: -1% | C: -0.8% | D: -25% | E: . | F: 2% | G: 18% | H: . | I: .

CCOc1ccc2[nH]cc(C(=O)NCCCN3CCOCC3)c(=O)c2c1
  A: -3% | B: 10% | C: 0.0% | D: 14% | E: 0% | F: 1% | G: 4% | H: i | I: -9.2

O=C(NNc1ncnc2c1cnn2-c1ccccc1)c1cccs1
  A: -23% | B: 1% | C: 0.0% | D: 1% | E: -4% | F: -6% | G: 9% | H: i | I: -5.5

Cc1onc(-c2ccccc2)c1C(=O)N1CCN(Cc2ccc3c(c2)OCO3)CC1
  A: -15% | B: -17% | C: -0.3% | D: -11% | E: 0% | F: -5% | G: -7% | H: i | I: 0.9

Cc1ccc(S(=O)(=O)N2CCCCC2)cc1C(=O)NC1CCCCC1
  A: 3% | B: -1% | C: 0.0% | D: -12% | E: -3% | F: -2% | G: 0% | H: i | I: 0.6

Cc1ccc(CC2CC(=O)N(c3nc4ccccc4n3C)C2=O)cc1 (stereo not drawn)
  A: ? | B: -40% | C: -0.6% | D: 1% | E: 0% | F: 1% | G: -8% | H: i | I: 2.0

COc1ccc(S(=O)(=O)NCCc2sc(C)nc2C)cc1F
  A: -6% | B: -35% | C: 3.2% | D: . | E: . | F: -4% | G: -22% | H: . | I: .

COc1ccc(-c2cc(NC=O)c3ncc(-c4cccc(C(F)(F)F)c4)n3c2)cc1OC
  A: -18% | B: -45% | C: 6.1% | D: . | E: . | F: . | G: -14% | H: i | I: -1.6

COCCCNC(=O)c1ccc(C2SCC(=O)N2Cc2ccco2)cc1 (stereo not drawn)
  A: -8% | B: 22% | C: -0.8% | D: 3% | E: -1% | F: 1% | G: -20% | H: i | I: -1.9

CC1CN(S(=O)(=O)c2ccc(F)cc2)C(C)N1C(=O)N1CCOCC1 (stereo not drawn)
  A: 3% | B: -4% | C: 0.2% | D: 5% | E: 3% | F: 2% | G: -8% | H: i | I: -3.0

COc1ccc(/C=N/Nc2nc(C(=O)O)cs2)cc1
  A: -13% | B: 0% | C: -0.6% | D: ? | E: -1% | F: -10% | G: -1% | H: i | I: 0.6

CCN1C(=O)c2cccc3c(S(=O)(=O)N(C(C)=O)c4ccc(OC(C)=O)cc4)ccc1c23
  A: 5% | B: -16% | C: 29% | D: 26µM* | E: -10% | F: -16% | G: 11% | H: i | I: -2.4

O=C(CN1C(=O)COc2ccccc21)NCc1ccccn1
  A: 2% | B: 1% | C: -0.9% | D: . | E: -3% | F: -3% | G: -2% | H: i | I: 0.3

c1ccc(C2CCC(N3CCN(c4ccccc4)CC3)CC2)cc1 (stereo not drawn)
  A: 16% | B: 5% | C: 0.4% | D: 1% | E: 3% | F: -8% | G: -11% | H: i | I: -0.5

CNC(=O)c1cccc2cccc(Sc3ccccc3C(=O)O)c12
  A: 13% | B: -4% | C: -0.7% | D: 6% | E: -4% | F: -1% | G: 8% | H: i | I: -1.1

CCOC(=O)Cc1csc(NC(=O)Cc2ccc(Cl)cc2)n1
  A: 6% | B: -15% | C: 3.5% | D: -22% | E: 0% | F: 1% | G: -19% | H: i | I: 0.6

CCCC[C@H](CN[C@@H](CNC)[C@H](C)CC)NCCC12CCC(CC1)C2
  A: 1% | B: -102% | C: -4.5% | D: 7% | E: 4% | F: -18% | G: ? | H: i | I: -1.9

3 compounds from above, ordered by molar mass, descending.
Keys – A = Abeta rescue; B = HepG2 viability; C = Nrf2 activator; D = Nrf2 inh; E = Mm-Cpn inhibitor; F = A549 viability; G = TGFb inhibitor; H = Akt phos inh; I = CCT modulator
COc1ccc(-c2cc(NC=O)c3ncc(-c4cccc(C(F)(F)F)c4)n3c2)cc1OC
  A: -18% | B: -45% | C: 6.1% | D: . | E: . | F: . | G: -14% | H: i | I: -1.6

c1ccc(C2CCC(N3CCN(c4ccccc4)CC3)CC2)cc1 (stereo not drawn)
  A: 16% | B: 5% | C: 0.4% | D: 1% | E: 3% | F: -8% | G: -11% | H: i | I: -0.5

COc1ccc(/C=N/Nc2nc(C(=O)O)cs2)cc1
  A: -13% | B: 0% | C: -0.6% | D: ? | E: -1% | F: -10% | G: -1% | H: i | I: 0.6
